# SIAH1 antagonists = Siah-1 peptide-binding antagonists, primary screen, biochemical, fluorescence polarization, rhodamine-plectin, uHTS (AID 1817); 0.02% of 290,000 active; E3 ubiquitin-protein ligase SIAH1 (Homo sapiens); displacement, % at 20 µM; hits with a dose series show IC50 in µM; Siah-1 / rhodamine-plectin peptide fluorescence polarization; higher % means a stronger effect;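 active = displacement of at least 50% at 20 µM, with a fluorescence ratio check between 0.3 and a set limit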;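 also: plate controls were Siah plus tracer with DMSO for no effect and tracer alone without Siah for full effect; strong numbers were not always called active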
# PMI inhibitors = inhibitors of human PMI, primary screen, biochemical, fluorescence intensity, coupled assay (AID 1209); purified PMI enzyme, coupled fluorescence intensity; higher % means a stronger effect; one-dose inhibition, % at 20 µM; IC50 in µM for titrated hits; 0.42% of 190,000 active;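 also: plate controls were DMSO vehicle for no effect and wells lacking substrate for full effect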
# human PMI inhibitors = human PMI inhibitors, high substrate, primary screen, biochemical, fluorescence intensity, high mannose 6-phosphate (AID 1220); Mannose-6-phosphate isomerase (Homo sapiens); recombinant PMI enzyme, coupled fluorescence intensity; higher % means a stronger effect; inhibition, % at 20 µM, or IC50 in µM where a hit was titrated; 0.66% of 190,000 active
# TNAP activators = human TNAP enzyme activators, primary screen, biochemical, luminescent, no phosphate acceptor, uHTS (AID 1001) | purified TNAP, luminescent activation assay, no phosphate acceptor; higher activation fold means a stronger effect | one-dose activation fold at 20 µM; EC50 in µM for titrated hits | Alkaline phosphatase, tissue-nonspecific isozyme (Homo sapiens) | 0.03% of 200,000 active; in the data active = activation fold from about 3, or a potency from the dose series; inactive = the rest, 99 in 100 with activation fold below about 1.6; also: many of its hits are not listed in these tables
# PhoP inhibition = inhibitors of PhoP regulon expression, primary screen, Salmonella Typhimurium, GFP reporter (AID 1863); S. Typhimurium PhoP-regulated promoter GFP reporter, 4 h; higher % means a stronger effect; inhibition, % at 50 µM; hits with a dose series show IC50 in µM; 0.16% of 300,000 active;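 active = inhibition over 29.93%, a cutoff 3 SD above the screen mean, later confirmed by dose response; inconclusive = inhibition over 29.93% but no dose response follow-up; inactive = inhibition at most 29.93% or unconfirmed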;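 also: 0% = low Mg2+ inducing control and 100% = high Mg2+ repressing control; strong numbers were not always called active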
# RSV antiviral HEp-2 = RSV antiviral activity via CPE protection, HEp-2 cells, primary 10 µM value included (AID 2391) | CPE inhibition, % at 10 µM; hits with a dose series show IC50 in µM | 0.13% of 310,000 active | HEp-2 cells, RSV-induced CPE inhibition; higher % means a stronger effect; in the data active = a potency from the dose series; inconclusive = CPE inhibition mostly from about 23% at the one dose, without a potency; inactive = the rest, 99 in 100 with CPE inhibition below about 21%; also: strong numbers were not always called active
# Myeloid diff MLP = induction of myeloid progenitor differentiation, primary screen, cell-based, flow cytometry, MLPCN library; 1% of 360,000 active; AID 624256, 2012; ER-HoxA9 myeloid progenitors, lysozyme-GFP differentiation; calls only at 10 µM;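 active = normalized GFP-positive differentiation at or above the plate's own cutoff, the solvent-only control mean plus 3 SD; inconclusive = no clear call, values can overlap the other calls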;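 also: cells exposed to compound for four days before flow analysis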
# XIAP displacement = XIAP antagonists, biochemical, IAP family, fluorescence polarization (AID 1018); XIAP BIR domain, fluorescence polarization peptide displacement; higher % means a stronger effect; one-dose displacement, % at 20 µM; IC50 in µM for titrated hits; E3 ubiquitin-protein ligase XIAP (Homo sapiens); 0.007% of 200,000 active; in the data active = displacement above about 50%; also: a part of the inactive calls stands beside numbers as strong as those of hits
# WT yeast gro inh = growth inhibition of WT strain, primary screen, mitochondrial fusion inhibitor project, WT and mutant strains, chemical genetic; inhibition, % at 10 µM; mitochondrial fusion phenotypic screen; 2.1% of 190,000 active; in the data active = inhibition above about 58%; tested in S. cerevisiae
# WT yeast gro inh mutant strain = further read-out of WT yeast gro inh, marked with its call; inhibition, %; mitochondrial fusion phenotypic screen, mutant strain inhibition
# Myeloid diff MLP GFP+ MAC1+ % = further read-out of Myeloid diff MLP, marked with its call; GFP+ MAC1+ double positive, %; measured here: differentiation confirmed by MAC1 staining
# * marks the source's active call; other numbers are inactive results; i = inactive; ? = inconclusive; nt = no result given; + = active, no number. Rule as the data show it, unless noted: active = inhibition above about 50%; inactive = the rest. Outcome played no part in choosing rows; about 3.1% have a hit in one of these screens.
smiles	SIAH1 antagonists	PMI inhibitors	human PMI inhibitors	TNAP activators	PhoP inhibition	RSV antiviral HEp-2	Myeloid diff MLP	Myeloid diff MLP GFP+ MAC1+ %	XIAP displacement	WT yeast gro inh	WT yeast gro inh mutant strain
O=C(CCCN1C(=O)c2ccccc2C1=O)Nc1ccc(Br)cn1	3%	10%	11%	1.1	-9%	-0.2%	i	6.2	-3.8%	-1	9
CC(C)Cn1c(=O)c2c(nc3n2CCCN3CCc2ccccc2)n(C)c1=O	1%	0%	3%	1	21%	21%	i	0.0	-5.3%	17	9
CCOC(=O)c1sc(NC(=S)NC(=O)CC(C)C)cc1C	7%	19%	21%	1.1	-4%	?	i	0.5	-2.2%	30	-2
CC1=C(C(=O)Nc2ccccc2C(=O)N2CCCCC2)SCCO1	1%	nt	nt	nt	-7%	0.4%	i	1.4	nt	nt	nt
COc1ccc(NC(=O)N2CCCCC2)cc1	3%	10%	9%	1.1	-1%	1.2%	i	6.2	-4.7%	2	-12
CCOC(=O)CCC(=O)OCC(=O)NC(C)C1CC2CCC1C2 (stereo unspecified)	-2%	-4%	-7%	1.1	-5%	4.0%	i	1.2	-4.8%	-29	-21
CC(=O)Cc1cc2cc([N+](=O)[O-])ccc2oc1=O	7%	nt	nt	nt	4%	1.0%	i	0.7	nt	nt	nt
O=C(c1ccc(C(F)(F)F)cc1)C1CCCN(C(=O)c2cnccn2)C1 (stereo unspecified)	6%	6%	5%	1	-5%	2.8%	i	1.7	-5.4%	9	1
Cc1ccccc1/C=C/C12NC(=O)CN1c1ccccc1C2(C)C (stereo unspecified)	4%	nt	nt	nt	-2%	14%	i	0.5	nt	nt	nt
CCc1ccc(-c2cn3nc(-c4ccccc4)cnc3n2)cc1	-1%	nt	nt	nt	-3%	-0.5%	i	1.3	nt	nt	nt
Cc1oc(-c2ccc(Cl)cc2)nc1CS(=O)CC(=O)NCCCN1CCOCC1 (stereo unspecified)	2%	nt	nt	nt	-7%	-0.4%	i	3.1	nt	nt	nt
CCC(=C(c1ccc(OC)cc1)c1ccc(OC)cc1)c1cn(CC(O)CN(CCO)CCO)c2ccccc12 (stereo unspecified)	1%	16%	16%	1.3	6%	?	i	0.5	-9.7%	98*	95*
Cn1cc(S(=O)(=O)Nc2ccc(Br)cc2F)c(=O)n(C)c1=O	0%	-3%	-10%	1.1	6%	1.1%	i	3.7	-0.3%	3	5
COc1ccccc1-c1cc(C(=O)Nc2ccc(F)cc2F)no1	-3%	3%	2%	1.1	-18%	0.3%	i	0.7	-2.7%	10	25
N#CC(C#N)=c1ccc2c(c1)N1C3=C(CCCC3)CC3CCCCC31N=2 (stereo unspecified)	3%	19%	16%	0.8	9%	-0.4%	+	16*	1.7%	73*	23*

# Structural class: those above containing bromine
smiles	SIAH1 antagonists	PMI inhibitors	human PMI inhibitors	TNAP activators	PhoP inhibition	RSV antiviral HEp-2	Myeloid diff MLP	Myeloid diff MLP GFP+ MAC1+ %	XIAP displacement	WT yeast gro inh	WT yeast gro inh mutant strain
O=C(CCCN1C(=O)c2ccccc2C1=O)Nc1ccc(Br)cn1	3%	10%	11%	1.1	-9%	-0.2%	i	6.2	-3.8%	-1	9
Cn1cc(S(=O)(=O)Nc2ccc(Br)cc2F)c(=O)n(C)c1=O	0%	-3%	-10%	1.1	6%	1.1%	i	3.7	-0.3%	3	5

# Ordered by the number under PhoP inhibition (descending): three of the compounds above
compound	PhoP inhibition
Cn1cc(S(=O)(=O)Nc2ccc(Br)cc2F)c(=O)n(C)c1=O	6%
CC(=O)Cc1cc2cc([N+](=O)[O-])ccc2oc1=O	4%
Cc1ccccc1/C=C/C12NC(=O)CN1c1ccccc1C2(C)C (stereo unspecified)	-2%

# The listing continues.
smiles	SIAH1 antagonists	PMI inhibitors	human PMI inhibitors	TNAP activators	PhoP inhibition	RSV antiviral HEp-2	Myeloid diff MLP	Myeloid diff MLP GFP+ MAC1+ %	XIAP displacement	WT yeast gro inh	WT yeast gro inh mutant strain
COc1ccc(-c2nc(N)n(C(=O)Cc3ccccc3)n2)cc1	-2%	-1%	-1%	0.7	-2%	0.5%	i	1.0	-3.4%	9	-4
COc1ccc(Cl)c2c1[nH]c1nc(SCc3cccnc3)nnc12	4%	6%	13%	1.1	1%	0.7%	i	0.5	-4.5%	-16	-13
O=C(CSc1cccs1)Nc1cccc2ccccc12	0%	11%	3%	0.9	-16%	1.5%	i	0.6	-1.7%	-4	3
CN1CCN(CC(=O)Nc2ccccc2Sc2ccccc2)CC1	0%	7%	0%	1.1	1%	-1.7%	i	0.1	0.3%	3	-1
Cc1cc2nc(/C=C/c3nc4cc(C)c(C)cc4[nH]3)[nH]c2cc1C	-6%	nt	nt	nt	-8%	3.0%	i	0.7	nt	nt	nt
Cn1c(SCC(=O)N2CCCC2=O)nnc1-c1ccccc1F	6%	-6%	0%	1	2%	1.2%	i	0.6	-2.4%	-1	-11
Cc1nn(CC(O)Cn2c3c(c4ccccc42)CCN(C)C3=O)c(C)c1Br (stereo unspecified)	2%	0%	-9%	1.1	-1%	0.9%	i	1.6	-0.9%	11	7
CCCCNC(=S)Nc1ccc2nc(N3CCN(CC)CC3)cc(C)c2c1	-7%	nt	nt	nt	10%	-0.1%	i	0.5	nt	nt	nt
Cc1cc(C)n2nc(SCc3cc(=O)oc4ccc5ccccc5c34)nc2n1	0%	-4%	-5%	1	7%	4.6%	i	0.8	-24%	16	24
CC1=Nc2ccccc2/C1=C/c1c(N)n2c(S(=O)(=O)CC(C)C)nsc2nc1=O	2%	-22%	-3%	0.8	-88%	nt	i	1.6	-10%	13	2
Cc1ccc(/C=N/NC(=O)CNC(=O)c2ccc(C)c([N+](=O)[O-])c2)o1	8%	5%	6%	1.1	-2%	0.4%	i	0.5	-3.6%	11	18
CCOc1ccc(C(C)=O)cc1CN1C(=O)NC2(CCCCC2C)C1=O (stereo unspecified)	3%	-4%	-1%	0.9	11%	0.5%	i	1.0	-5.6%	nt	nt
CC1=C(n2nnc([N+](=O)[O-])n2)C(c2cccnc2)C(C#N)=C(N)O1 (stereo unspecified)	-2%	10%	60%*	1.1	-3%	1.4%	i	0.6	-5.3%	3	-29
CC1CCN(c2c(NCC3CCC(C(=O)N4CCCCC4)CC3)c(=O)c2=O)CC1 (stereo unspecified)	-3%	-7%	-6%	1	7%	0.6%	i	1.7	-5.8%	-3	8
Cc1cnc(C(=O)Nc2cccc3ncccc23)cn1	-4%	9%	7%	1	nt	0.4%	i	0.2	-0.9%	nt	nt

# (cont.)
# Key to letters – A = SIAH1 antagonists; B = PMI inhibitors; C = human PMI inhibitors; D = TNAP activators; E = PhoP inhibition; F = RSV antiviral HEp-2; G = Myeloid diff MLP; H = Myeloid diff MLP GFP+ MAC1+ %; I = XIAP displacement; J = WT yeast gro inh; K = WT yeast gro inh mutant strain
Cc1ccc(CN=C2NC(=O)C(CC(=O)NCCc3ccccc3)S2)cc1 (stereo unspecified)
  A: 2%; B: -4%; C: -4%; D: 1.1; E: -5%; F: -1.3%; G: i; H: 0.7; I: -3.7%; J: -6; K: -8

CC(C)N(C)C(=O)c1ccc(OC2CCN(CCc3ccccc3)CC2)cc1
  A: 4%; B: 12%; C: 1%; D: 1.1; E: 6%; F: -2.4%; G: i; H: 0.6; I: -2.0%; J: -1; K: -1

COc1cc(C)nc(OCCNC(=O)COc2ccc(Cl)cc2C)n1
  A: 4%; B: 11%; C: 9%; D: 1.1; E: 17%; F: -1.2%; G: i; H: 1.1; I: -2.3%; J: 18; K: 24

NNc1nc(-c2ccccc2)c2cc(Br)ccc2n1
  A: 2%; B: nt; C: nt; D: nt; E: 3%; F: 1.6%; G: i; H: 0.2; I: nt; J: nt; K: nt

O=C(N/N=C/c1c(Nc2cccc(C(F)(F)F)c2)nc2ccccn2c1=O)c1ccccc1[N+](=O)[O-]
  A: 0%; B: 11%; C: 4%; D: 1; E: -16%; F: 1.9%; G: i; H: 0.5; I: -3.8%; J: 7; K: 1

COc1ccc(Cl)cc1NC(=O)NCc1ccccn1
  A: -4%; B: nt; C: nt; D: nt; E: -1%; F: 3.3%; G: i; H: 1.2; I: nt; J: nt; K: nt

COc1ccc(CCC(=O)Nc2ccc(S(=O)(=O)Nc3nccc(C)n3)cc2)cc1
  A: 3%; B: nt; C: nt; D: nt; E: 7%; F: 0.3%; G: i; H: 0.3; I: nt; J: nt; K: nt

Cc1ccc(-c2n[nH]c(=S)n2-c2ccccc2)cc1
  A: -1%; B: -7%; C: -10%; D: 1; E: 3%; F: -0.2%; G: i; H: 0.8; I: -7.4%; J: 5; K: -5

COc1ccc(/C=C/C(=O)Nc2c(C(=O)O)[nH]c3ccccc23)cc1OC
  A: 12%; B: nt; C: nt; D: nt; E: -2%; F: 0.3%; G: i; H: 1.1; I: nt; J: nt; K: nt

COc1ccc(C)cc1NC(=O)c1ccc(S(=O)(=O)N2CCOCC2)cc1
  A: -5%; B: 16%; C: 14%; D: 1; E: -4%; F: 1.2%; G: i; H: 0.8; I: -19%; J: -2; K: -12

CCn1cc(CN2CCCC(CO)(Cc3cccc(Cl)c3)C2)cn1 (stereo unspecified)
  A: -3%; B: -2%; C: -4%; D: 1.1; E: nt; F: -2.1%; G: i; H: 0.8; I: -7.0%; J: -3; K: 2

COC(=O)CC/C(O)=C1\C(=O)CC(C)(C)CC1=NCCc1nc2ccccc2[nH]1
  A: -1%; B: -2%; C: -2%; D: 1.1; E: 8%; F: 2.0%; G: i; H: 0.2; I: -3.1%; J: -6; K: -10

FC(F)(F)c1cccc(OCCN2CCN(Cc3ccccc3)CC2)c1
  A: 4%; B: 8%; C: -10%; D: 1.1; E: 3%; F: 4.0%; G: i; H: 0.6; I: -5.3%; J: 37; K: 41

# Random excerpt: 3 records from the list
# Key to letters – A = SIAH1 antagonists; B = PMI inhibitors; C = human PMI inhibitors; D = TNAP activators; E = PhoP inhibition; F = RSV antiviral HEp-2; G = Myeloid diff MLP; H = Myeloid diff MLP GFP+ MAC1+ %; I = XIAP displacement; J = WT yeast gro inh; K = WT yeast gro inh mutant strain
Cc1ccc(-c2n[nH]c(=S)n2-c2ccccc2)cc1
  A: -1%; B: -7%; C: -10%; D: 1; E: 3%; F: -0.2%; G: i; H: 0.8; I: -7.4%; J: 5; K: -5

COc1ccc(/C=C/C(=O)Nc2c(C(=O)O)[nH]c3ccccc23)cc1OC
  A: 12%; B: nt; C: nt; D: nt; E: -2%; F: 0.3%; G: i; H: 1.1; I: nt; J: nt; K: nt

FC(F)(F)c1cccc(OCCN2CCN(Cc3ccccc3)CC2)c1
  A: 4%; B: 8%; C: -10%; D: 1.1; E: 3%; F: 4.0%; G: i; H: 0.6; I: -5.3%; J: 37; K: 41
